High-throughput results: PubChem, several laboratories
RAM inhibit – blocks the yeast RAM network; S. cerevisiae dse1pr::URA3 reporter, 5-FOA growth OD615, 2 d; analog-sensitive cbk1-as2 kinase mutant strain; AID 868; inhibition, % at 50 µM; 190,000 tested, 1.8% active;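 active = inhibition above a set limit, 3 SD over mean compound inhibition, cut at about 8.4% in these data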;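 note: 0% = DMSO-only wells with no growth and 100% = 10 µM 1-NA-PP1 full growth; inhibition rescues growth on 5-FOA so higher OD means more RAM inhibition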
Hsp70 act – Hsp70 transcriptional activation, primary screen | HeLa Hsp70 promoter luciferase reporter, luminescence; scaled: vehicle 0, proteasome-inhibitor control 100% | AID 1203 | activation, % at 10 µM | 200,000 tested, 0.04% active;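 active = activation above the mean across all tested compounds plus 3 SD, cutoff set per campaign, cut at about 5.5% in these data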;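 note: 100% = MG132 at 30 µM as the positive control and 0% = DMSO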
S1P3 antagonist – blocks the human S1P3 receptor. Q99500. CHO S1P3 NFAT-BLA reporter, FRET fluorescence, antagonist mode. inhibition, % at 4.98 µM. 170,000 tested, 0.27% active. AID 485;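 active = inhibition above the plate cutoff, the mean inhibition of test wells on that plate plus 3 SD, cut at about 28% in these data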;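 note: cells challenged with S1P at its EC80 of 0.8 µM; blue over green emission ratio from cleaved BLA substrate after 4 h stimulation; 0% = S1P-stimulated wells and 100% = unstimulated DMSO-only wells; some compounds past the cut are filed as inactive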
PMI activator – phosphomannose isomerase (human) activation. P34949. activation factor at 20 µM. 190,000 tested, 0.005% active. AID 1214. purified human PMI, coupled resazurin fluorescence, 20 min; stronger effect = higher value; 1 = vehicle control, 0 substrate-free wells;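 active = activation factor of 2 or more at 20 µM, relative to plate controls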
Diaph act CS – activates diaphorase or chemically reduces, flagging diaphorase assay artifacts; Diaphorase/resazurin coupled assay, resorufin fluorescence, 16 min; stronger effect = higher value; 1 = vehicle wells, 0 = NADH-free wells; activation factor at 20 µM; 190,000 tested, 0.005% active;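 active = diaphorase activity raised at least twofold by the compound at 20 µM; inactive = activation factor below 2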
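Test system: Clostridium kluyveri diaphorase, purified enzyme. Buffer or medium: 50 mM HEPES pH 7.4 buffer plus MgCl2 and Tween 20. Also added: 0.114 mM NADH and 0.1 mM resazurin, final amounts. Dosing: compound 20 µM once, DMSO 1%. Schedule: 16 min enzyme reaction, ambient temperature. Detection: fluorescence of resorufin, 544 nm excitation, 590 nm emission.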
Redox H2O2 prof – compounds producing H2O2 with reducing agent – biochemical, NIH compound library profiling, artefact control for MLSCN library redox annotation, primary screen. DTT-dependent redox cycling H2O2, phenol red/HRP absorbance; 100% = 100 µM peroxide control, 0% = buffer. activation, % at 10 µM. 200,000 tested, 0.03% active. AID 878;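 active = activation of at least 50% relative to the plate's high and low controls in the primary single-dose screen; inactive = activation below 50%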;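 note: compound incubated with DTT at 0.8 mM final as the reducing agent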
G6PDH counter – L. mesenteroides G6PDH inhibition counter-screen | AID 1020 | 200,000 tested, 0.12% active | inhibition, % at 5 µM | Purified L. mesenteroides G6PDH, diaphorase/resazurin coupled fluorescence, 45 min
TLR4 MyD88 comp – inhibitors of human TLR4-MyD88 binding. O00206+Q99836. HeLa CL3-4 TLR4/MyD88 BLA complementation, FRET ratio. inhibition, % at 8.4 µM. 200,000 tested, 0.18% active; in the data active = inhibition above about 25%;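 note: 0% = vehicle and 100% = reference inhibitor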
Target sequence (O00206 whole entry, looked up): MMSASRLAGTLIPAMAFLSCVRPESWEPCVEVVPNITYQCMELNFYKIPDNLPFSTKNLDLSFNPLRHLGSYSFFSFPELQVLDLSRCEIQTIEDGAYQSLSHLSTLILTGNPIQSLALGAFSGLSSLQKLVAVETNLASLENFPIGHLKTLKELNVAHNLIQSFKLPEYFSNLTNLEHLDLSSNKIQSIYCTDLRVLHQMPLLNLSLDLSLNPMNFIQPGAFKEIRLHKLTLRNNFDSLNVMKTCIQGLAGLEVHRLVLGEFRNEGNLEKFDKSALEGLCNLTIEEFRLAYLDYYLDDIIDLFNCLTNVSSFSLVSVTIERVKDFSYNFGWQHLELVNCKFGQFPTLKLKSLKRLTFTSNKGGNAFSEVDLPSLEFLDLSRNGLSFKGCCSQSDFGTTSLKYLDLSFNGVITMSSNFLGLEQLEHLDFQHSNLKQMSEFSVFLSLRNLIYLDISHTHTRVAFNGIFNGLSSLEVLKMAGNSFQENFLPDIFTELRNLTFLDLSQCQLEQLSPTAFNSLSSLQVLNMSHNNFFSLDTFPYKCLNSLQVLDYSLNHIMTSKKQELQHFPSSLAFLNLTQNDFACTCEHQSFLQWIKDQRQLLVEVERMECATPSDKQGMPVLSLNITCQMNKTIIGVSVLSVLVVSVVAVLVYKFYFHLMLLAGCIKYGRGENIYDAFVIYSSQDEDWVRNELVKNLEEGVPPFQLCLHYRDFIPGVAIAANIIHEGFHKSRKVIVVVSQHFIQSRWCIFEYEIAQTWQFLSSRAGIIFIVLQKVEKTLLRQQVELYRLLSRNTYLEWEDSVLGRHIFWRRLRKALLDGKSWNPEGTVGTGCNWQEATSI
Target sequence (Q99836 whole entry, looked up): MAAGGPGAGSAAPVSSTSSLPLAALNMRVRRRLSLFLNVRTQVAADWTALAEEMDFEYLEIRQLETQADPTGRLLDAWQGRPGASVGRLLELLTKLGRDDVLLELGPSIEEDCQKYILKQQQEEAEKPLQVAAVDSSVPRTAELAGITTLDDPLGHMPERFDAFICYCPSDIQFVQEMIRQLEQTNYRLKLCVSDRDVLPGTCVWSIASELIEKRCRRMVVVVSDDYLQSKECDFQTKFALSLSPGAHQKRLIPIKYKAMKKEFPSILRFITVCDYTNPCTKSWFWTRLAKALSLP
Lmaj promast – inhibitors of Leishmania major promastigote growth; Leishmania major promastigotes, resazurin fluorescence viability; inhibition, % at 10 µM; 200,000 tested, 9% active; AID 1063;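 note: promastigotes grown with compound for 44 hours at 28 °C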
Diaph inh CS – diaphorase inhibition or chemical oxidation counter-screen; diaphorase resazurin-to-resorufin fluorescence, NADH, 16 min; bacterial (C. kluyveri) enzyme, not human; inhibition, % at 20 µM; 190,000 tested, 0.69% active; AID 1217;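 active = primary screen inhibition at 20 µM above a set limit, cut at about 50% in these data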;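 note: plate controls were DMSO with full reaction for no effect and wells lacking NADH for full effect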
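System: Bacterial diaphorase enzyme (C. kluyveri) | Incubation: 16-min room-temperature incubation before reading | Benchmarks: No-NADH positive control and DMSO neutral control | Measured by: Resorufin fluorescence 544/590 nm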
PMI act satM6P – PMI (human) activation, high substrate; activation factor at 20 µM; coupled PMI enzyme assay, resazurin fluorescence, 20 min; stronger effect = higher value; 1 = untreated enzyme, 0 = substrate-free blank; 190,000 tested, 0.34% active;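 active = activation factor of 2 or more at 20 µM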
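Material: human phosphomannose isomerase with PGI, G6PDH, diaphorase coupling enzymes / Reagent: Man-6-P substrate 1.0 mM / Dosing: single compound dose of 20 µM, 1% DMSO final / Incubation: enzyme reaction with compound 20 min at room temperature / Signal: resorufin fluorescence (Ex 544/Em 590 nm) from resazurin via diaphorase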
* marks the source's active call; other numbers are inactive results; · = no result given. Cut-off read from the data, not from the text of the source, unless noted: active = inhibition above about 50%; inactive = the rest.

Preview:
SMILES	RAM inhibit	Hsp70 act	S1P3 antagonist	PMI activator	Diaph act CS	Redox H2O2 prof	G6PDH counter	TLR4 MyD88 comp	Lmaj promast	Diaph inh CS	PMI act satM6P
Cc1cc(C(=O)CC#N)c(C)n1-c1c(C)n(C)n(-c2ccccc2)c1=O	0.0	-0.4	-5	0.9	0.9	-0.2	8	-5	-1	10	0.8
COc1ccc(CCC(N)=O)cc1OC	2.9	-0.4	·	1	1	0.0	4	-4	-5	5	1
c1cc(-c2nn[nH]n2)ccc1CN1CCCCC1	1.0	-0.2	-11	1	0.9	0.0	-6	-3	-6	12	0.9
COc1cccc(C(c2c(NC(=O)c3ccccc3)sc(C)c2C)N2CCN(C)CC2)c1 (stereo unspecified)	0.5	-0.4	-5	0.9	0.9	0.3	6	3	34	8	1
CC(=O)Oc1ccc(Cn2cnc3cc4ccccc4cc32)cc1	1.1	0.0	·	0.9	0.9	0.6	3	8	58*	12	0.9
Cc1nnc(N(C)C(=O)c2ccc3c(c2)OCO3)s1	1.1	-0.3	-12	1	0.9	-1.4	2	-10	-4	9	1
O=C1c2ccccc2C(Nc2cccnc2)N1Cc1ccccc1Cl (stereo unspecified)	1.2	0.1	-6	0.9	0.9	-0.7	6	-9	24	6	0.9
C/C(=N\NC(=O)C(=O)Nc1cccc(Cl)c1C)c1ccncc1	0.1	-0.4	-10	1.1	0.9	0.0	8	3	69*	6	1

Main list, repeating the preview:
SMILES	RAM inhibit	Hsp70 act	S1P3 antagonist	PMI activator	Diaph act CS	Redox H2O2 prof	G6PDH counter	TLR4 MyD88 comp	Lmaj promast	Diaph inh CS	PMI act satM6P
Cc1cc(C(=O)CC#N)c(C)n1-c1c(C)n(C)n(-c2ccccc2)c1=O	0.0	-0.4	-5	0.9	0.9	-0.2	8	-5	-1	10	0.8
COc1ccc(CCC(N)=O)cc1OC	2.9	-0.4	·	1	1	0.0	4	-4	-5	5	1
c1cc(-c2nn[nH]n2)ccc1CN1CCCCC1	1.0	-0.2	-11	1	0.9	0.0	-6	-3	-6	12	0.9
COc1cccc(C(c2c(NC(=O)c3ccccc3)sc(C)c2C)N2CCN(C)CC2)c1 (stereo unspecified)	0.5	-0.4	-5	0.9	0.9	0.3	6	3	34	8	1
CC(=O)Oc1ccc(Cn2cnc3cc4ccccc4cc32)cc1	1.1	0.0	·	0.9	0.9	0.6	3	8	58*	12	0.9
Cc1nnc(N(C)C(=O)c2ccc3c(c2)OCO3)s1	1.1	-0.3	-12	1	0.9	-1.4	2	-10	-4	9	1
O=C1c2ccccc2C(Nc2cccnc2)N1Cc1ccccc1Cl (stereo unspecified)	1.2	0.1	-6	0.9	0.9	-0.7	6	-9	24	6	0.9
C/C(=N\NC(=O)C(=O)Nc1cccc(Cl)c1C)c1ccncc1	0.1	-0.4	-10	1.1	0.9	0.0	8	3	69*	6	1
CCC(C)(C)NC(=O)C(c1ccc(F)cc1)N(Cc1ccco1)C(=O)c1snc(C(N)=O)c1N (stereo unspecified)	0.7	0.9	15	1.1	1	2.6	7	14	3	-1	1.1
COc1ccc(S(=O)(=O)N2CCOCC2)c(Cl)c1Cl	0.5	0.1	23	0.9	1	0.5	4	1	1	-3	0.9
COC(=O)CNC(=O)Cn1cnc2sc(C)c(S(=O)(=O)N3CCC(C)CC3)c2c1=O	-0.1	0.4	·	1.1	1	1.1	6	-2	-3	-1	1.1
Cc1cc(=O)oc(C)c1C(=O)N1CCN(c2ccc(F)cc2)CC1	1.4	-0.2	·	1	0.9	0.1	0	12	-5	8	1
Cc1cc(C)n2nc(SCCOc3ccc(F)cc3)nc2n1	-0.1	-0.2	0	1	0.9	-0.2	-2	-13	-4	6	0.9
CN(C)/C=C/C(=O)C(F)(F)F	1.3	0.2	-9	1.1	1	-1.0	6	-4	-4	-2	1
COc1cccc(NC(=O)COC(=O)c2ccc(F)cc2F)c1	0.8	0.1	-22	0.9	1	-0.6	2	-1	7	5	0.6
Cc1occc(=O)c1OCc1c(F)cccc1Cl	2.2	0.0	4	1	1	-2.5	-1	7	-5	2	1
CC1=C(C)C(c2ccccc2)NC(=S)N1 (stereo unspecified)	1.8	-0.1	-6	1	0.9	0.0	2	-13	-5	9	1.1
Cc1oc(-c2ccccc2Cl)[n+]([O-])c1C	0.6	0.0	·	1	1	2.3	4	8	-4	4	1.1
CC(=O)Nc1nc(CC(C)C)cc2c1c(=O)oc1ccccc12	3.0	-0.1	-10	1	1.1	-2.0	6	-8	0	-7	1.1
Cc1nnc(NC(=O)CSc2nnc3scc(-c4ccc(C)c(C)c4)n23)s1	1.9	0.8	-18	1	0.8	1.1	0	-7	-2	18	1
Cc1ccc(CN2CC(C(=O)O)CC2=O)cc1 (stereo unspecified)	1.7	0.0	·	1	0.8	0.7	0	-10	-2	17	1
CN1CCN(C(=O)CN(C)S(=O)(=O)c2ccc3ccccc3c2)CC1	-0.4	0.0	0	·	·	0.3	16	-14	-3	·	·
COc1cc(C(=O)Nc2sc3c(c2C#N)CCN(C(C)=O)C3)cc(OC)c1OC	0.6	-0.1	·	0.9	0.9	-0.7	-17	-5	-4	14	1
O=C(CN1CCN(Cc2ccccc2)CC1)Nc1ccc(Cl)cn1	2.4	0.0	25	1	0.9	0.1	-2	8	53*	12	1.1
CCOc1cc(-c2conc2N)cc(OCC)c1OCC	-0.9	-0.4	25	0.9	1	6.3	11	0	8	2	1
CC(C)=NN/C(N)=N/C(=S)Nc1ccc(C)cc1	0.7	-0.1	-11	0.9	0.8	-0.6	6	-7	46	18	0.9
CCCOC(=O)CSC1=C(C#N)C(c2ccccc2OC)C(C#N)C(=O)N1 (stereo unspecified)	0.1	-0.4	·	0.9	0.8	-0.8	16	10	-4	19	1
COc1ccc(C2Nc3ccccc3C(=O)N2NS(C)(=O)=O)cc1 (stereo unspecified)	0.3	0.0	-13	1.1	0.9	6.9	2	-13	0	8	1
C=CCNc1nc(N2CCCCC2)c(C#N)c2c1CN(Cc1ccccc1)CC2	0.3	0.0	·	0.8	0.6	-1.2	8	4	47	37	0.4
COc1ccc(CCCC(=O)NC2CCCCC2C)c(C)c1 (stereo unspecified)	1.2	0.2	·	0.8	1	-7.9	6	19	3	3	0.9
O=c1nc2s/c(=C\c3ccc(-c4ccccc4[N+](=O)[O-])o3)c(=O)n2nc1-c1ccccc1	4.9	-0.2	-12	1	0.3	-0.4	32	-2	-10	69*	0.5
N#CC(c1ccccc1)N(CCCCl)C(=O)c1ccccc1 (stereo unspecified)	-0.8	-0.3	-12	1	1.1	-0.1	22	-2	13	-9	1.1
C=CCNC(=S)N/N=C(\C)c1ccc(OC)cc1	0.0	0.1	-1	0.8	0.9	-0.4	5	8	1	7	1
O=C(c1ccccc1)N1CCN(c2ncnc3c2cnn3-c2ccccc2)CC1	0.9	-0.3	·	1.1	0.9	0.6	6	-8	-6	9	1
CC(NC(=O)Nn1cnnc1)(C(F)(F)F)C(F)(F)F	1.4	0.0	·	1.1	1.2	1.4	0	0	-2	-19	1.2
CCOc1ccc(NC(=O)CC2CC(C)(C)OC2=O)cc1 (stereo unspecified)	1.1	-0.3	6	1	0.9	0.3	-3	3	-5	10	1
CC(=O)Nc1cccc(N2C(=O)CC(N3CCC(C(=O)N4CCCCC4)CC3)C2=O)c1 (stereo unspecified)	-0.7	-0.1	-6	0.9	0.9	-0.2	0	-8	-8	7	1
COCCCNC(=O)Cn1cc2c(n1)CCC(C)C2 (stereo unspecified)	0.0	-0.2	-22	1	0.9	-0.2	-9	-2	-7	8	1
CN1CCN(C(c2cc3cc4c(cc3[nH]c2=O)OCCO4)c2nnnn2C2CCCC2)CC1 (stereo unspecified)	3.8	-0.1	-27	1	1	6.1	5	-13	-7	1	1
Cc1cc2ncc(-c3cccc(Cl)c3)cn2n1	1.0	-0.2	-6	1.1	1	0.4	9	2	-4	-2	1
O=C(Nc1nc2c(s1)CCCC2)c1cccc(S(=O)(=O)N2CCCc3ccccc32)c1	3.9	-0.4	-2	0.9	0.8	-0.4	-3	-4	49	21	0.9
COC(=O)c1cc2c(ccn2-c2ccc(F)cc2)n1CC(C)C	7.4	0.0	·	0.8	0.8	2.6	12	-6	98*	24	0.5
CCOc1ccc2[nH]c(=O)c(C(c3nnnn3C3CCCCC3)N3CCN(CC)CC3)cc2c1 (stereo unspecified)	2.6	-0.3	-45	0.9	0.8	-1.8	4	-4	-8	16	0.8
N#CC(C#N)=Cc1ccc(-c2ccc(S(=O)(=O)N=C(N)N)cc2)o1	6.9	-0.4	-8	0.8	0.7	0.1	-15	8	-4	29	1
CCN1C(=O)C(O)(CC(=O)c2ccc(-n3cccc3)cc2)c2ccccc21 (stereo unspecified)	1.0	0.0	9	1	0.9	-2.4	7	12	-8	8	1.1
CC1CCN(C(=S)NC(=O)C2CCCCC2)CC1	-0.1	1.2	·	1.1	1	2.9	2	-10	4	0	1.1
FC(F)(F)Oc1ccc(Nc2nc3ccccc3o2)cc1	2.8	-0.3	24	0.9	0.8	0.6	3	-3	-12	20	0.9
CCOC(=O)/C(=N/Nc1ccc(Cl)cc1)Sc1nnnn1-c1ccc(C)cc1	1.6	-0.2	-5	1.1	1	-0.1	17	12	-2	3	1.1
CCOc1cc(NC(=S)NCC2CCCO2)c(OCC)cc1NC(=O)c1ccc(C)cc1 (stereo unspecified)	5.9	-0.4	1	0.7	0.8	0.0	-14	6	-4	25	0.4
COC(=O)/C(=C\c1ccc2c(c1)c1ccccc1n2C)NC(=O)c1ccccc1	8.6*	-0.2	-8	0.8	0.8	-0.3	-20	-10	63*	16	1
CC1c2nc3ccccc3n2C(CC(=O)NCCCN2CCOCC2)C(=O)N1Cc1ccccc1 (stereo unspecified)	0.4	-0.1	-2	1	1	-0.7	20	-6	-2	-1	1
Cn1c(CCc2ccccc2)n[nH]c1=S	3.1	-0.3	-4	1	1	-0.8	1	7	-8	-4	1
